Mdm2-MdmX inh: disrupts the human Mdm2-MdmX interaction; SaOS-2 split-luciferase Mdm2/MdmX complementation, luminescence; hit rate 3% among 330,000; inhibition, % at 8 µM; AID 485346; O15151+Q00987;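 active = inhibition of at least 50% at 8 µM in the primary screen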
UPR CHOP act: apoptotic UPR (CHOP) activation | CHO-CHOP luciferase reporter, luminescence; percent of tunicamycin response over DMSO baseline | activation, % at 10 µM | hit rate 0.34% among 330,000 | AID 449763;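 active = at 10 µM dose, activation of 40% or more, normalized to positive control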;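 also: 100% = tunicamycin at 10 µg/mL and 0% = DMSO alone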
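Assay system: CHO-CHOP cells, stable luciferase reporter of PERK-eIF2a-CHOP signalling / Buffer or medium: F12 plus 10% serum / Compound dosing: one dose, 10 µM in 0.5% DMSO / Times: 6 h compound treatment, 37 °C / Technique: luciferase luminescence / Read-out: % reporter activation, DMSO baseline versus tunicamycin full activation / Benchmarks: tunicamycin and DMSO controls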
APJ ag: activates the human apelin receptor APJ; P35414; CHO-K1 APJ PathHunter beta-arrestin, luminescence; 0% DMSO wells, 100% apelin; activation, % at 20 µM; hit rate 0.11% among 330,000; AID 2520;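 active = activation more than six SD over the plate average, tested at 20 µM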;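 also: 0% = DMSO alone and 100% = apelin-13 at 10 nM; some results filed as inactive read as strong as hits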
Target sequence (P35414 whole entry, looked up): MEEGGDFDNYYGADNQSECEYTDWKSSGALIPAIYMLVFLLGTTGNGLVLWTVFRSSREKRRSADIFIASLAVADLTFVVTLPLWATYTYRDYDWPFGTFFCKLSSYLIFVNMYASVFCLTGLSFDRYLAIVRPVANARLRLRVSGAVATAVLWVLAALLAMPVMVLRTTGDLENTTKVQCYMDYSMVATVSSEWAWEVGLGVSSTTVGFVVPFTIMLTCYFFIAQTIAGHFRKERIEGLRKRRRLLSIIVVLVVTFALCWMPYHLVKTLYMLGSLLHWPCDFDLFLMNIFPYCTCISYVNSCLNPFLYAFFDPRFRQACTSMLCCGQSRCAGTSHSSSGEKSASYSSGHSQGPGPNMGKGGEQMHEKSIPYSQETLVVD
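Material: engineered CHO-K1 APJ arrestin reporter cells; amount: 1000 CHO-K1 reporter cells seeded per well; incubation: compound stimulation 90 min at 25 °C, detection 60 min; signal: luminescent beta-gal fragment complementation, chemiluminescent substrate; read-out basis: APJ agonist activity; controls: DMSO-only wells as negative, 10 nM Apelin-13 as positive control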
UPR XBP1 act: activators of adaptive arm of unfolded protein response (XBP1); CHO-XBP1 luciferase reporter, IRE1-XBP1 UPR activation, luminescence; percent of tunicamycin response, DMSO as zero; activation, % at 20 µM; hit rate 0.33% among 330,000; AID 463104;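 active = versus positive control, 20 µM dose yields 30% or more activation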;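 also: 100% = tunicamycin at 10 µg/mL and 0% = DMSO only wells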
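Test system: CHO-XBP1 luciferase reporter cells | Buffer or medium: Serum-containing F12 medium, 10% FBS | Schedule: 6 h compound exposure at 37 °C, 5% CO2 | Detection: Steady-Glo luciferase glow luminescence, 10 min after reagent addition | Read-out basis: Activation, % of tunicamycin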
tim23-1 inh: growth inhibitors of tim23-1 mutant yeast. S. cerevisiae tim23-1 growth, BacTiter-Glo luminescence, 24 h. inhibition, % at 20 µM. hit rate 1.3% among 330,000. AID 463212;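 active = growth inhibition of the mutant yeast at or above 50%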;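 also: temperature-sensitive mutant grown at 25 °C; plate controls were DMSO-treated mutant yeast for no effect and medium wells lacking yeast for full effect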
APJ antagonist: blocks the human apelin receptor APJ | P35414 | CHO-K1 APJ beta-arrestin complementation, luminescence | inhibition, % at 20 µM | hit rate 0.32% among 330,000 | AID 2521;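 active = inhibition above about 40% at 20 µM, limit read from the data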;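 also: cells challenged with 10 nM apelin-13 agonist together with compound; plate controls were apelin-13 plus DMSO wells for no effect and DMSO wells lacking apelin-13 for full effect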
Jurkat NFkB inh: lowers PMA/ionomycin-induced NF-kB signal in Jurkat cells | PMA/ionomycin-induced NF-kB luciferase reporter, luminescence | inhibition, % at 4 µM | hit rate 0.53% among 330,000 | AID 435003; in the data active = inhibition above about 50%
697 NFkB inh: inhibitors of the PMA/ionomycin-induced NF-kB reporter in 697 B cells; inhibition, % at 4 µM; 697 B-cell NF-kB luciferase reporter, 16 h; AID 435022; hit rate 0.33% among 330,000; in the data active = inhibition above about 35%
Starred values were filed as active, the others as inactive.

SMILES	Mdm2-MdmX inh	UPR CHOP act	APJ ag	UPR XBP1 act	tim23-1 inh	APJ antagonist	Jurkat NFkB inh	697 NFkB inh
COc1ccc(S(=O)(=O)N(C)C)cc1NC(=O)CSc1nncs1	4	-2.4	-3	-1	15	-1	4	8
COCCn1nnnc1CN1CCN(C(=O)c2ccco2)CC1	-13	1.9	0	-1	0	9	10	10
CN(CC1CCOCC1)C(=O)CC1C(=O)NCCN1Cc1cccc(C(F)(F)F)c1 (centres undefined)	13	0.5	4	-6	23	-17	18	-8
Cc1cc(C)c(C)c(S(=O)(=O)N2CCC(C(=O)Nc3ccncc3)CC2)c1C	5	-0.5	1	-5	26	-12	15	-1
COc1cc(/C=N/NC(=O)CSCc2ccc([N+](=O)[O-])cc2)cc(OC)c1OC	9	1.2	0	3	12	-2	-13	3
COCCn1c(NCc2ccco2)nc2c1c(=O)[nH]c(=O)n2C	-5	-0.1	-1	-1	12	1	-9	4
COc1ccc(-c2nnc(SCC(=O)NC(=O)Cc3ccccc3)n2C)cc1	-15	0.8	0	-1	5	-1	-4	-3
CCOC(=O)c1c(-c2ccccc2)cn2ccccc12	22	0.8	-7	-1	2	-3	-1	22
O=C1C2CSCN2C(=O)CN1CCCN1CCN(C(c2ccccc2)c2ccccc2)CC1 (centres undefined)	-22	0.4	-4	2	10	16	-39	-24
CCOc1ccccc1Nc1nnc(SCC(=O)NC2CC2)s1	0	-0.1	-3	-1	2	4	-7	1
CCOC(=O)C1(CC2CCCCO2)CCN(S(=O)(=O)c2ccc(OC)cc2)CC1 (centres undefined)	11	-0.8	-2	-3	42	-1	-2	-20
O=C(O)CC(NC(=O)C1CCCCC1)c1ccc(OC2CCCC2)cc1 (centres undefined)	0	-1.1	-2	-2	12	6	-5	22
CN1CCc2cc3c(c4c2C1CC41CCC(=NO)CC1)OCO3 (centres undefined)	16	-3.0	-4	-2	12	3	-8	13
COC(=O)C(NC(C)=O)(Nc1nc2c(C)cc(C)cc2s1)C(F)(F)F (centres undefined)	13	0.7	2	-1	14	5	8	-7
c1ccc(COCC2CCNCC2)cc1	5	3.7	-1	-5	0	18	0	-3
O=S(=O)(Nn1cnnc1)c1ccc(F)cc1	-37	0.6	-2	-1	21	-31	-8	-3
CC1=CC(C)(C)[N+](C)=CN1c1ccccc1	7	1.4	-3	-2	-1	8	1	9
COc1ccc(S(=O)(=O)Nc2cccc3c2O[C@H](CN(C)Cc2ccncc2)[C@@H](C)CN([C@H](C)CO)C3=O)cc1	-20	0.8	-3	1	10	5	7	5
CCOC(=O)n1c(=O)n(Cc2ccc(F)cc2)c2ccccc21	17	-0.3	0	-2	29	-2	2	6
COc1ccc(C2=CC(c3ccc(Cl)cc3)n3cnnc3N2)cc1OC (centres undefined)	33	-0.1	5	-3	2	-16	-3	1
COc1cc(/C=N/NC(=O)C(C)Nc2n[nH]c(=O)[nH]c2=O)ccc1O (centres undefined)	-11	1.0	0	-2	7	-5	-6	9
COc1nc(NCCO)nc(Nc2ccccc2F)n1	7	1.1	-3	1	4	-7	-42	-18
CCCCc1nnc(SCCSc2nnc(CCCC)n2N)n1N	16	-1.5	2	0	13	1	-11	14
COC(=O)c1ccc(NC(=O)CN(C)S(=O)(=O)c2ccc(OC)c(C)c2)cc1	-1	-2.4	5	-1	15	-14	-9	4
COc1ccc(OCC(=O)OCCN2C(=O)c3ccccc3C2=O)cc1	23	-1.0	-1	0	-1	-9	0	20
COc1cccc(Nc2nc(C)nc3c2oc2ccccc23)c1	-15	2.9	-3	15	34	-24	-46	-10
O=C(Nc1cccc(C(F)(F)F)c1)Oc1ccccc1N1CCOCC1	23	1.0	-2	0	6	-8	-7	18
CC(CNC(=O)CN1C(=O)NC2(CCOc3ccccc32)C1=O)c1ccccc1 (centres undefined)	7	-1.7	-3	-2	7	1	-8	14
CCn1cc(C(=O)OCC(=O)c2ccc(Cl)cc2)c(=O)c2ccc(C)nc21	4	0.0	-1	0	-37	-11	-1	8
COc1cccc(NC(=O)[C@@H]2CCCN2C(=O)[C@@H]2Cc3ccccc3CN2C(=O)OC(C)(C)C)c1	6	2.3	0	-3	20	-12	5	6
CCCCc1ccc(NC(=O)c2ccc(NS(C)(=O)=O)cc2)cc1	-38	1.2	-3	0	-7	-4	-14	-76
Nc1ccc(Oc2cccc(Oc3ccc(N)cc3)c2)cc1	17	-7.5	-4	-4	14	-9	-9	22
COc1ccccc1CN1CCCC(CN(CCN(C)C)C(=O)C2CCCC2)C1 (centres undefined)	9	-1.9	-1	-3	-14	-7	-7	3
COc1cccc(C(=O)N2CCOCC2)c1OC	15	0.5	1	-1	4	1	-25	21
CCOc1ccc(CN2CCNC(=O)C2CC(=O)NCc2csc(C)n2)cc1 (centres undefined)	5	1.4	-2	-1	2	-9	6	-7
CC1(C)CC2CC(C)(CN2CC(O)c2ccccc2)C1 (centres undefined)	-13	1.9	-3	1	5	7	-8	9
S=c1[nH]nc(Cc2cccc3ccccc23)n1-c1ccccc1	-3	-2.3	-4	4	26	7	-13	-22
CCOC(=O)c1c(C)c2c(=O)[nH]cnc2n1-c1ccccc1	42	-1.9	-2	7	17	5	16	-19
O=C(Nc1ccccc1OC(F)F)c1ccc(-n2cncn2)c([N+](=O)[O-])c1	11	-0.8	9	-1	1	-5	3	4
CCn1c(=O)c(C(C)=O)nc2ccccc21	8	-1.2	-1	-5	9	11	-2	16
O=C(Nc1ccc(F)c(F)c1)c1ccc(F)c(S(=O)(=O)N2CCC3(CC2)OCCO3)c1	7	0.1	2	6	23	-5	9	-4
Cc1ccc(/C=C/C(=O)Nc2ccncc2)o1	7	3.4	0	0	5	-5	2	-17
CCCCNS(=O)(=O)c1ccc(NC(=O)c2c(-c3ccccc3Cl)noc2C)cc1	25	0.2	-1	2	9	-16	1	19
CCC/C(=N\NC(=O)CCC(=O)NCc1ccccc1)c1ccccc1	12	0.4	-4	-2	8	-11	10	-2
CCn1c(SCC(=O)N2CCOCC2)nnc1-c1ccco1	18	0.2	0	0	9	-12	-9	-11
O=C(CNC(=O)C(c1ccccc1)c1ccccc1)N/N=C\c1ccc(C(=O)O)cc1	1	-0.2	0	-3	0	-2	-10	-8
Cc1ccc(C(C(=O)NC2CCCC2)N2CCCC(C)C2)cc1 (centres undefined)	-3	-1.8	0	-3	-5	1	-8	10
CC(=O)Nc1ccc(S(=O)(=O)N(C)CC(=O)OCC(=O)c2ccc3c(c2)NC(=O)CO3)cc1	1	-1.9	2	1	4	-1	7	-12
Cc1ccc(NC(=O)c2cc(-n3cnnc3)ccc2Cl)cc1	32	-0.6	-4	-1	-12	2	19	-2
CCCc1cc(=O)oc2cc(C)cc(OCC(=O)NC(Cc3c[nH]c4ccc(O)cc34)C(=O)O)c12 (centres undefined)	-4	-2.4	1	0	3	-73	-7	-5
Next section
SMILES	Mdm2-MdmX inh	UPR CHOP act	APJ ag	UPR XBP1 act	tim23-1 inh	APJ antagonist	Jurkat NFkB inh	697 NFkB inh
COC(=O)c1cc(NC(=S)N2CCN(c3ccccn3)CC2)cc(C(=O)OC)c1	21	-1.1	-1	1	8	-2	9	22
Cc1cc(C(=O)OCC(=O)Nc2cccc([N+](=O)[O-])c2)c(C)o1	6	1.2	-2	0	7	8	12	12
Cc1cccc(Nc2nnc(SCC3CCCCO3)s2)c1C (centres undefined)	-8	2.3	2	1	39	-15	-17	-38
CCn1nc(C)c(CNC(=O)CCc2nnc(Cc3c[nH]c4ccccc34)o2)c1C	8	-3.4	-3	-5	5	-6	-2	1
CC(Sc1nnc(N)s1)C(=O)NNC(=O)c1cccc(Cl)c1 (centres undefined)	-4	-0.6	4	-3	22	-7	-5	-28
COc1ccc(CCNC(=O)CS(=O)Cc2nc(-c3ccccc3F)oc2C)cc1OC (centres undefined)	14	-1.9	-2	-4	4	10	4	13
COc1cccc(NC(=O)CN2C(=O)C(c3ccc(C)cc3)=NC23CCCCCC3)c1	15	-1.4	-2	0	2	11	16	-8
O=c1c2ccccc2ncn1-c1ccc(Br)cc1[N+](=O)[O-]	22	3.6	9	1	13	-18	-1	-3

By substructure, the compounds so far with a halogen
SMILES	Mdm2-MdmX inh	UPR CHOP act	APJ ag	UPR XBP1 act	tim23-1 inh	APJ antagonist	Jurkat NFkB inh	697 NFkB inh
CN(CC1CCOCC1)C(=O)CC1C(=O)NCCN1Cc1cccc(C(F)(F)F)c1 (centres undefined)	13	0.5	4	-6	23	-17	18	-8
COC(=O)C(NC(C)=O)(Nc1nc2c(C)cc(C)cc2s1)C(F)(F)F (centres undefined)	13	0.7	2	-1	14	5	8	-7
O=S(=O)(Nn1cnnc1)c1ccc(F)cc1	-37	0.6	-2	-1	21	-31	-8	-3
CCOC(=O)n1c(=O)n(Cc2ccc(F)cc2)c2ccccc21	17	-0.3	0	-2	29	-2	2	6
COc1ccc(C2=CC(c3ccc(Cl)cc3)n3cnnc3N2)cc1OC (centres undefined)	33	-0.1	5	-3	2	-16	-3	1
COc1nc(NCCO)nc(Nc2ccccc2F)n1	7	1.1	-3	1	4	-7	-42	-18
O=C(Nc1cccc(C(F)(F)F)c1)Oc1ccccc1N1CCOCC1	23	1.0	-2	0	6	-8	-7	18
CCn1cc(C(=O)OCC(=O)c2ccc(Cl)cc2)c(=O)c2ccc(C)nc21	4	0.0	-1	0	-37	-11	-1	8
O=C(Nc1ccccc1OC(F)F)c1ccc(-n2cncn2)c([N+](=O)[O-])c1	11	-0.8	9	-1	1	-5	3	4
O=C(Nc1ccc(F)c(F)c1)c1ccc(F)c(S(=O)(=O)N2CCC3(CC2)OCCO3)c1	7	0.1	2	6	23	-5	9	-4
CCCCNS(=O)(=O)c1ccc(NC(=O)c2c(-c3ccccc3Cl)noc2C)cc1	25	0.2	-1	2	9	-16	1	19
Cc1ccc(NC(=O)c2cc(-n3cnnc3)ccc2Cl)cc1	32	-0.6	-4	-1	-12	2	19	-2
CC(Sc1nnc(N)s1)C(=O)NNC(=O)c1cccc(Cl)c1 (centres undefined)	-4	-0.6	4	-3	22	-7	-5	-28
COc1ccc(CCNC(=O)CS(=O)Cc2nc(-c3ccccc3F)oc2C)cc1OC (centres undefined)	14	-1.9	-2	-4	4	10	4	13
O=c1c2ccccc2ncn1-c1ccc(Br)cc1[N+](=O)[O-]	22	3.6	9	1	13	-18	-1	-3

Screening data (PubChem BioAssay)

An unsorted share of the library (roughly 5% active in at least one column).
